Nrf2 activator – Nrf2 pathway activation. AREc32 ARE-luciferase reporter (MCF7-derived line), luminescence, 24 h. Potency, µM (series often up to 46.1 µM), without a hit: at the top dose activation, actives largely listed as activators. hit rate 0.31% among 410,000. AID 624171; also: potency is read from the fitted curve at half-maximal effect; % of control where 0% means no effect; nearly all actives have a fitted effect of over 65% in size
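ARE-driven firefly luciferase activity in AREc32 cells measured after a 24 hr compound exposure at 37 deg C, using Steady-Glo reagent and a 30 min room-temperature hold.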
Mm-Cpn inhibitor – inhibitors of Methanococcus maripaludis chaperonin (MmCpn) | AID 504842 | hit rate 0.031% among 330,000 | purified Mm-Cpn ATPase, ADP Transcreener TR-FRET | Potency, µM (titrated, usually from 76.9 µM), for the others: at the top dose activity, negative = inhibition, actives largely listed as inhibitors; also: potency is read from the fitted curve at half-maximal effect; % is scaled to controls: 0 for no effect and ±100 for the full control effect; nearly all actives have a fitted effect of over 80% in size
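Inhibition of chaperonin ATP hydrolysis is measured as reduced ADP production, detected by competitive TR-FRET in which signal falls with ADP. Final enzyme 25 nM and ATP 10 uM, reacted 30 min at 37°C.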
TGFb SMAD3 inh – blocks TGF-b signaling | HepG2 CAGA-GFP TGF-b/SMAD3 reporter, GFP fluorescence, 18 h; TGF-beta stimulated, 500 pg/mL final | Potency, µM (top dose mostly 46.1 µM), for inactives: at the top dose activity, negative = inhibition, actives largely listed as inhibitors | hit rate 1.2% among 410,000; also: potency is read from the fitted curve at half-maximal effect; % is scaled to controls: 0 for no effect and ±100 for the full control effect; nearly all actives have a fitted effect of over 65% in size
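HEPG2 CAGA-GFP cells (1000/well, DMEM with 1% FBS) were pre-incubated 2 h at 37 degrees C, given compound by pin tool, then stimulated with TGF-beta at 500 pg/mL final for 18 h before per-cell GFP fluorescence imaging.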
Nrf2 block – Nrf2 pathway inhibition | A549 ARE-Fluc reporter, luciferase luminescence, 18-24 h | Potency, µM (titrated, usually from 46 µM), inactives show at the top dose activity change, negative = inhibition, actives largely listed as inhibitors | hit rate 2.1% among 360,000 | AID 504444; also: potency is read from the fitted curve at half-maximal effect; % is scaled to controls: 0 for no effect and ±100 for the full control effect; nearly all actives have a fitted effect of over 60% in size
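Nrf2 function is reported as luminescence of an ARE-controlled luciferase in A549 cells. Compounds were tested at several concentrations, and a CellTiter-Fluor read on the same wells flagged cytotoxicity.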
A549 tox – A549 cytotoxicity, counter-screen for Nrf2 inhibitors | A549 ARE-Fluc cells, CellTiter-Fluor viability, 18-24 h | Potency, µM (titrated, usually from 46 µM), inactives show top-dose activity change, negative = cytotoxicity, actives largely listed as inhibitors | hit rate 0.16% among 390,000 | AID 504648; also: potency is read from the fitted curve at half-maximal effect; % is scaled to controls: 0 for no effect and ±100 for the full control effect
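Cytotoxicity counterscreen: CellTiter-Fluor fluorescence was measured in A549 ARE_Fluc cells after 18-24 h of compound exposure in a concentration series. The subsequent BugLite luminescent read reports ARE-luciferase activity.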
Akt phos inh – Akt phosphorylation inhibition; AID 651550; activity change, % for hits at 50 µM; Neuro2A IGF-stimulated pAkt S473 HTRF, 20 min; active compounds read low; hit rate 0.32% among 360,000; in the data active = activity change below about -80%; inconclusive = mostly about -51% to -80%; also: % is scaled to controls: 0 for no effect and ±100 for the full control effect
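Neuro2A cells (4,500/well, DMEM with 0.5% FBS) were treated with compound at a single 50 µM final concentration, stimulated with 6 nM IGF for 20 min at 37 °C, and lysed. Phospho-Akt Ser473 was read by HTRF as 665/615 ratio ×10^4.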
EPAC2 agonist – EPAC2 (human) agonism. Q8WZA2. hit rate 0.079% among 360,000. Potency, µM (titrated, usually from 154 µM), inactives show top-dose activation, usual class: activators. EPAC2 activation, biochemical qHTS; response scale: 100% = 6.5 mM cAMP response; also: potency is read from the fitted curve at half-maximal effect; nearly all actives have a fitted effect of over 50% in size
Target sequence (Q8WZA2 whole entry, looked up): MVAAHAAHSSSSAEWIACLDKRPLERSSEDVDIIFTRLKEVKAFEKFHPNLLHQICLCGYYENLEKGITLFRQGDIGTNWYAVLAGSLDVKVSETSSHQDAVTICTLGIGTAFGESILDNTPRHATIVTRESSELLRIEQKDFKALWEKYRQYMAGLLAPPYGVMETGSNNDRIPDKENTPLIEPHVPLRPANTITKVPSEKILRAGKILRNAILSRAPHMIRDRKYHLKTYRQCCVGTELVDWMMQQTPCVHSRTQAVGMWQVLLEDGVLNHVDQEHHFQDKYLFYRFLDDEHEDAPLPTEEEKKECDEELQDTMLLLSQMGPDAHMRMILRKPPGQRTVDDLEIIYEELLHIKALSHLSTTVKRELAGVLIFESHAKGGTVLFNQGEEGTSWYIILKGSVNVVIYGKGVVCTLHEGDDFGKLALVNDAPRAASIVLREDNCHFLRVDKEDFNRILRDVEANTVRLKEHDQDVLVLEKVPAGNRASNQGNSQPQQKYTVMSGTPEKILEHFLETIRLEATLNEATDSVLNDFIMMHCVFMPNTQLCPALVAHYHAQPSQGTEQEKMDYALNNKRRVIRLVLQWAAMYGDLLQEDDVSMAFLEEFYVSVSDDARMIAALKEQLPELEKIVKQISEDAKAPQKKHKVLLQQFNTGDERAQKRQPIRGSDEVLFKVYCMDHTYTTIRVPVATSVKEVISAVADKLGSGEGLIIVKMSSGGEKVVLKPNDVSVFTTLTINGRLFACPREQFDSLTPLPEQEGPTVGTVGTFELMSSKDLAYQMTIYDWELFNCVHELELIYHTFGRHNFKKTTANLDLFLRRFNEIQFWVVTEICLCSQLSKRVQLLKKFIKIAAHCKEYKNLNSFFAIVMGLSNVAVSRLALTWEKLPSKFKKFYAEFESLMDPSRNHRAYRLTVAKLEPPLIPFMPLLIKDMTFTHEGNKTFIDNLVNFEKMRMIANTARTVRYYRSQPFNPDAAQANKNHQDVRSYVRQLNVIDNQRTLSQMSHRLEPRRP
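Readout is BODIPY fluorescence (480 nm excitation, 540 nm emission), which falls as labeled GDP is exchanged off Rap1B. EPAC2 at 100 nM acted on 250 nM RAP1B-BODIPY-GDP with 50 uM GDP present.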
CCT modulator – modulators of cytosolic chaperonin (CCT/TRiC) activity | purified chaperonin ATPase assay, HTRF ADP detection, 30 min | hit rate 0.3% among 360,000 | AID 651819 | activity change, % (test concentration not listed), hits read low; in the data active = activity change below about -30%; also: % is scaled to controls: 0 for no effect and ±100 for the full control effect
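TRiC at 40 or 20 nM final (batch-dependent) in 30 mM Tris pH 7.4, 100 mM KCl, 5 mM MgCl2, 1 mM DTT, with compound at single 76 uM and 10 uM ATP, 30 min at 37 deg C. ADP detected by HTRF Transcreener, 665/615 ratio.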
EPAC2 antagonist – EPAC2 (human) antagonism; hit rate 0.18% among 360,000; EPAC2 GEF exchange of Rap1B-BODIPY-GDP, fluorescence; Potency, µM (doses to about 114 µM), without a hit: at the highest dose activity, negative = inhibition, actives largely listed as inhibitors; also: potency is read from the fitted curve at half-maximal effect; % is scaled to controls: 0 for no effect and ±100 for the full control effect; nearly all actives have a fitted effect of over 45% in size; many of its hits are not listed in these tables
* = called active by the depositor; i = inactive; u = inconclusive; x = not tested or not shown; [ ] = another dose, or the depositor's remark. Unless noted, calls follow the shape of the dose curve; as a rule, active = well fitted curve in the direction sought with a large enough effect; inconclusive = small, poorly fitted or top-dose-only effect, or another doubt; inactive = no such curve, though single readings can be large; an effect the other way counts as inactive or inconclusive. The list is partial; count on the stated rates, not on these rows.

No.	SMILES	Nrf2 activator	Mm-Cpn inhibitor	TGFb SMAD3 inh	Nrf2 block	A549 tox
1	CC(C)CNC(=O)CN(c1ccccc1)S(=O)(=O)c1ccccc1[N+](=O)[O-]	0.4%	0%	-1%	7%	0%
2	COC(=O)c1cccc(CN2C(=O)SC(Nc3ccccc3C)C2=O)c1 (stereo not given)	3.7%	x	-21%	u	3%
3	CN(C)CCCNCCCCNC(=O)/C=N/O	-0.1%	3%	11%	15%	1%
4	Cc1ccccc1-n1ncc2c1CC(C)(C)CC2NC(=O)CCC1=NNC(=O)CC1 (stereo not given)	-0.8%	-1%	6%	15%	u
5	COCCNC(=O)C1Cc2cc(S(=O)(=O)N3CCCC3)ccc2N1C(C)=O (stereo not given)	1.0%	-6%	6%	0%	3%
6	O=C1NC(NS(=O)(=O)c2ccc(Cl)cc2)(C(F)(F)F)C(=O)N1CCc1ccccc1 (stereo not given)	-1.1%	u	-4%	u	-1%
7	c1ccc(Nc2ccc(-n3ccnc3)nn2)cc1	0.6%	-1%	2%	0%	0%
8	CCCn1nnnc1SCC(=O)c1ccc(NC(C)=O)cc1	-0.5%	1%	5%	-8%	-12%
9	COc1ccc(N2C(=O)C3CCCN3C2c2ccc(C)o2)cc1Cl (stereo not given)	2.6%	1%	-2%	16%	-7%
10	Cc1ccc(CCNC(=O)c2ccc3nc(N4CCC(C)CC4)sc3c2)cc1	5.8%	x	-13%	u	4%
11	C=CCN1C=C(C(C)=O)C(=O)CC1	-1.0%	x	14%	2%	-1%
12	COCc1cc(Sc2ccc(Cl)cc2)nc(-c2ccccc2)n1	0.0%	-1%	14%	17%	5%
13	CN(C)c1ccc(C(=O)N/N=C/c2cc(Br)cc(Br)c2O)cc1	-0.8%	2%	u	13µM*	-12%
14	CC(=O)N1c2ccc(S(=O)(=O)NCC3CCC(C(=O)NC4CCCCC4)CC3)cc2CC1C (stereo not given)	6.2%	-3%	-10%	22%	4%
15	O=C(Oc1ccc(C(=S)N2CCOCC2)cc1)c1cccc(Cl)c1	0.6%	-5%	12%	-9%	-9%

No.	Akt phos inh	EPAC2 agonist	CCT modulator	EPAC2 antagonist
1	i	9%	1.2	-2%
2	x	x	x	x
3	i	1%	2.1	9%
4	i	0%	1.4	-3%
5	i	-13%	0.5	2%
6	i	2%	-1.7	3%
7	i	3%	-0.9	2%
8	i	-5%	-3.2	8%
9	i	8%	0.4	13%
10	x	x	x	x
11	i	1%	-3.3	1%
12	i	5%	2.7	7%
13	i	4%	0.0	15%
14	x	3%	-0.8	9%
15	i	11%	-63*	-2%

Pulled by structure from above:
No.	SMILES	Nrf2 activator	Mm-Cpn inhibitor	TGFb SMAD3 inh	Nrf2 block	A549 tox
12	COCc1cc(Sc2ccc(Cl)cc2)nc(-c2ccccc2)n1	0.0%	-1%	14%	17%	5%
2	COC(=O)c1cccc(CN2C(=O)SC(Nc3ccccc3C)C2=O)c1 (stereo not given)	3.7%	x	-21%	u	3%

No.	Akt phos inh	EPAC2 agonist	CCT modulator	EPAC2 antagonist
12	i	5%	2.7	7%
2	x	x	x	x

(more compounds)
No.	SMILES	Nrf2 activator	Mm-Cpn inhibitor	TGFb SMAD3 inh	Nrf2 block	A549 tox
16	O=C(O)CCC(=O)c1ccc2c(c1)CCCC2	3.7%	-3%	19%	0%	0%
17	Cc1nc2ncnn2c(C)c1CCC(=O)N1CCOCC1	-0.3%	0%	19%	13%	-6%
18	C/C(Cl)=C/Cc1c(C)[nH]c2c(ccc3ccccc32)c1=O	4.6%	0%	-20%	u	-11%
19	C=CCC(NCCCO)c1cccc(OC)c1OC (stereo not given)	0.2%	-2%	0%	3%	-6%
20	COc1ccc(CNS(=O)(=O)c2ccc(F)c(C(=O)Nc3ccccc3OC)c2)cc1	0.0%	0%	-13%	-15%	-1%
21	O=C(Nc1ccc2nn(-c3ccccc3)nc2c1)c1ccco1	9.4%	-5%	2%	4%	-12%
22	N#CCC(=O)Nc1ccc(C(=O)OCC(=O)Nc2ccc3ccccc3c2)cc1	-0.2%	-19%	2%	12%	1%
23	NC(=S)N/N=C1/CCSc2ccc3ccccc3c21	8.4%	u	u	u	10%
24	C=CCc1ccccc1OCC(=O)N/N=C/c1ccc(OC(C)=O)cc1OC(C)=O	0.4%	-1%	2%	u	4%
25	COC(=O)C1=C(C)Nc2ncnn2C1c1ccc(OC(=O)c2ccccc2)cc1 (stereo not given)	-0.5%	2%	-1%	3%	-1%
26	Nc1nc2cc(S(=O)(=O)N3CCOCC3)ccc2o1	0.0%	-2%	18%	-1%	-6%
27	O=C(C1CCCO1)N1CCN(C(=S)Nc2ccccc2Cl)CC1 (stereo not given)	0.1%	1%	4%	-32%	3%
28	C/C(CC(=O)Nc1ccc2c(c1)OCCO2)=N\NC(=O)COc1ccc(Cl)c(C)c1	2.1%	-13%	-16%	8%	1%
29	Cc1cc(C(=O)NC2CCCN(Cc3ccccc3F)C2)no1 (stereo not given)	-0.5%	-2%	-23%	-8%	-5%
30	Brc1cccc(-c2nc3c4ccccc4ccn3c2CC2CCCCC2)c1	12%	x	x	x	x

No.	Akt phos inh	EPAC2 agonist	CCT modulator	EPAC2 antagonist
16	i	2%	-3.0	17%
17	i	5%	-2.1	8%
18	i	-6%	-1.8	9%
19	i	5%	-0.2	6%
20	i	9%	-3.4	4%
21	i	-5%	1.5	4%
22	i	-10%	-1.1	3%
23	i	3%	0.1	-12%
24	i	19%	-2.3	-7%
25	i	11%	0.3	8%
26	i	0%	0.5	-2%
27	i	1%	-0.4	1%
28	i	-3%	2.1	-17%
29	i	11%	-1.9	6%
30	i	7%	-2.5	4%

Additional structures follow:
No.	SMILES	Nrf2 activator	Mm-Cpn inhibitor	TGFb SMAD3 inh	Nrf2 block	A549 tox
31	NC(c1ccccc1)c1csc(NC(=O)NCCc2ccccc2)n1 (stereo not given)	6.5%	x	4%	x	x
32	O/N=C1\CCCC\C1=C/c1ccccc1	0.9%	2%	u	6%	16%
33	CCOc1ccc(OCc2cccc(C(=O)O)c2)cc1	-2.4%	2%	-5%	u	-5%
34	CC1(C)CC(=O)C2=C(C1)NC1=C(C(=O)c3ccccc31)C2c1ccccc1 (stereo not given)	3.0%	-3%	-14%	-21%	u
35	CC1(c2nnc(-c3cccc(Cl)c3)o2)CC(c2ccc(F)cc2)=NO1 (stereo not given)	7.5%	x	u	20%	-1%
36	O=c1c(-c2ccccc2)c(O)c2cccc3c2n1CCC3	-0.3%	-1%[15.4 µM]	2%	15%	8%
37	O=C(OCc1nnc(-c2ccccc2)o1)C12CC3CC(CC(Br)(C3)C1)C2	-0.4%	-3%	-20%	30%	-6%
38	Cc1noc(C)c1C(=O)OCC(=O)NC(=O)c1ccc(C(C)(C)C)cc1	-1.1%	x	4%	x	x
39	CCOc1ccc(C(=O)c2oc3ccccc3c2NC(=O)c2cc(-c3ccccc3)on2)cc1	0.2%	x	19%	1%	1%
40	CN(C)Cc1c(O)ccc2occ(C(O)c3ccccc3)c12 (stereo not given)	0.2%	2%	1%	x	5%
41	O=C(NCCN1CCCCC1)c1ccc(Oc2cc(Cl)cc(Cl)c2)o1	0.3%	0%	u	7%	9%
42	CCc1ccccc1NC(=O)C1CCCN(c2nccc(C)n2)C1 (stereo not given)	-0.1%	-8%	8%	4%	7%
43	CCn1ncc(Cl)c1C(=O)Nc1cc([N+](=O)[O-])ccc1OC	u	-1%	17%	1%	-4%
44	CC(C)C(=O)O/N=C(\N)c1ccccn1	0.5%	0%	6%	14%	-1%
45	O=C(COC(=O)c1cccc(S(=O)(=O)N2CCOCC2)c1)Nc1ccc(Cl)cn1	0.2%	0%	-11%	-10%	0%

No.	Akt phos inh	EPAC2 agonist	CCT modulator	EPAC2 antagonist
31	i	6%	0.9	1%
32	i	9%	-3.1	-4%
33	i	7%	-0.2	-1%
34	i	-7%	-1.9	-17%
35	i	14%	-0.2	0%
36	i	-5%	-2.8	3%
37	i	15%	-0.4	4%
38	i	-11%	2.3	-2%
39	x	x	x	x
40	i	0%	-1.6	-1%
41	i	0%	1.4	1%
42	i	5%	-1.4	1%
43	i	9%	-0.3	-3%
44	i	6%	1.8	17%
45	i	6%	0.6	-13%

Rewritten field by field: three of the compounds above
(34) CC1(C)CC(=O)C2=C(C1)NC1=C(C(=O)c3ccccc31)C2c1ccccc1 (stereo not given)
  Nrf2 activator: 3.0%
  Mm-Cpn inhibitor: -3%
  TGFb SMAD3 inh: -14%
  Nrf2 block: -21%
  A549 tox: u
  Akt phos inh: i
  EPAC2 agonist: -7%
  CCT modulator: -1.9
  EPAC2 antagonist: -17%

(35) CC1(c2nnc(-c3cccc(Cl)c3)o2)CC(c2ccc(F)cc2)=NO1 (stereo not given)
  Nrf2 activator: 7.5%
  Mm-Cpn inhibitor: x
  TGFb SMAD3 inh: u
  Nrf2 block: 20%
  A549 tox: -1%
  Akt phos inh: i
  EPAC2 agonist: 14%
  CCT modulator: -0.2
  EPAC2 antagonist: 0%

(36) O=c1c(-c2ccccc2)c(O)c2cccc3c2n1CCC3
  Nrf2 activator: -0.3%
  Mm-Cpn inhibitor: -1%[15.4 µM]
  TGFb SMAD3 inh: 2%
  Nrf2 block: 15%
  A549 tox: 8%
  Akt phos inh: i
  EPAC2 agonist: -5%
  CCT modulator: -2.8
  EPAC2 antagonist: 3%

Bioassay records (PubChem)
